MC4R ag barr = human MC4R agonism via beta-arrestin; 360,000 compounds, 0.98% hits; P32245; U2OS MC4R beta-arrestin complementation, luminescence; percent of melanotan II response, DMSO zero; activation, % at 8.9 µM; AID 540308;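 active = activation above a per-plate cutoff, the mean activation of sample wells on that plate plus 3 SD, cut at about 8% in these data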
H9c2 protect = modulators protecting cardiomyocytes from myocardial damage. protection from H2O2 cell death, % at 20 µM. 360,000 compounds, 0.63% hits. H9c2 cardiomyocytes, H2O2 injury protection, ATPLite, 2 h;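 active = compounds giving at least 50% protection of heart cells from peroxide-induced death in the single-dose screen, raw or plate-pattern-corrected value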;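 note: 0% = DMSO wells with peroxide and 100% = DMSO wells without peroxide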
CaV13 FRET inh = Disruptors of the CACNA1D IQ motif to Ca2+-dependent inactivation inhibitor domain association, primary screening, Förster resonance energy transfer in intact living …; 340,000 compounds, 0.098% hits; HEK cells, CFP/YFP FRET ICDI-IQ, plate reader, 10 min; percent FRET-ratio fall versus neutral wells; inhibition, % at 12.3 µM;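 active = mean replicate inhibition of at least 30% and at least 1% of replicates passing that level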;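 note: 0% = median of the neutral control wells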
MC4R antagonist = antagonists of human melanocortin 4 receptor (MC4R); MC4R-expressing cells, MTII-stimulated cAMP, LANCE TR-FRET; 360,000 compounds, 0.48% hits; inhibition, % at 6.5 µM;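 active = inhibition above its plate's cutoff, the mean of tested wells on that plate plus 3 SD, cut at about 29% in these data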;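 note: 0% = Melanotan II alone and 100% = Melanotan II plus saturating MCL0020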
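system = U2OS cells with stable human MC4R expression | also added = Melanotan II challenge after compound preincubation | dosing = one concentration, 6.5 µM nominal | incubation = compound 30 min, challenge 1 h, detection 1 h | measured by = TR-FRET with Eu-cAMP and labeled anti-cAMP, 671 nm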
ABCB6 inh MLPCN = human ABCB6 transporter inhibition; Q9NP58; K562-ABCB6 porphyrin accumulation, flow cytometry, 1 h; active compounds read low; fluorescence ratio to DMSO, % at 10 µM; 360,000 compounds, 0.19% hits; AID 602162;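 active = fluorescence ratio to DMSO below 75%, the collection mean minus 3 SD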;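 note: signal is porphyrin accumulated inside mitochondria; 100% equals median channel fluorescence of DMSO control wells; lower ratio means ABCB6 inhibition with less porphyrin fluorescence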
ABHD5-PLIN5 inh = blocks binding of human ABHD5 to perilipin-5. 360,000 compounds, 0.78% hits. AID 602281. inhibition, % at 4 µM. Split G. princeps luciferase complementation, luminescence, 4 h;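 active = inhibition above the mean inhibition across every tested compound plus 3 SD, cut at about 22% in these data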;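 note: 0% = DMSO only wells and the 100% control is not disclosed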
Granule exo inh = lytic granule exocytosis inhibition. TALL-104 LAMP-1 surface exposure, flow cytometry; cells stimulated with thapsigargin and PMA. inhibition, % at 10 µM. 360,000 compounds, 0.66% hits. AID 651702;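 active = inhibition above about 55%, limit read from the data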
HTR2A ag = mouse HTR2A agonism via beta-arrestin recruitment; 360,000 compounds, 0.66% hits; CHO-K1 mHTR2A beta-arrestin complementation, luminescence; percent of 30 µM serotonin response; activation, % at 7.6 µM;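 active = activation above a run cutoff, the mean activation of all tested compounds plus 3 SD, cut at about 14% in these data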;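 note: 0% = plate median of compound wells and 100% = 30 µM serotonin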
Target sequence (P35363 whole entry, looked up): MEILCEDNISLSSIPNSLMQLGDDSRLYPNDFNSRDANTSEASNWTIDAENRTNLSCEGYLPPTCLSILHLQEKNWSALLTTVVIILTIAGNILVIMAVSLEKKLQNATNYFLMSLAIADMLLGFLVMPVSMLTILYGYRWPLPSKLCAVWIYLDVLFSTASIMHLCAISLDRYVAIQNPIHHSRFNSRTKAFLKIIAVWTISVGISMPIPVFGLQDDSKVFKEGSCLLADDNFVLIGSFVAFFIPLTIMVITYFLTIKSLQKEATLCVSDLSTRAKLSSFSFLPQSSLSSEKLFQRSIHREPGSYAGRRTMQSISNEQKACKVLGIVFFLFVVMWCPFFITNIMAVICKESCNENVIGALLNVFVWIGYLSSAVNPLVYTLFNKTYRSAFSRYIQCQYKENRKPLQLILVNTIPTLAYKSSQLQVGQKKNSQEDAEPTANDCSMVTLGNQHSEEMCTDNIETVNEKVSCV
PDI turbidity = blocks human protein disulfide isomerase activity. P07237. PDI insulin aggregation turbidity, A650, 90 min. inhibition, % at 10 µM. 350,000 compounds, 0.052% hits;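 active = mean inhibition across replicates of 30% or more, whatever share of single replicates reach that level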;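 note: absorbance from insulin aggregation driven by PDI reduction with DTT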
Target sequence (P07237 whole entry, looked up): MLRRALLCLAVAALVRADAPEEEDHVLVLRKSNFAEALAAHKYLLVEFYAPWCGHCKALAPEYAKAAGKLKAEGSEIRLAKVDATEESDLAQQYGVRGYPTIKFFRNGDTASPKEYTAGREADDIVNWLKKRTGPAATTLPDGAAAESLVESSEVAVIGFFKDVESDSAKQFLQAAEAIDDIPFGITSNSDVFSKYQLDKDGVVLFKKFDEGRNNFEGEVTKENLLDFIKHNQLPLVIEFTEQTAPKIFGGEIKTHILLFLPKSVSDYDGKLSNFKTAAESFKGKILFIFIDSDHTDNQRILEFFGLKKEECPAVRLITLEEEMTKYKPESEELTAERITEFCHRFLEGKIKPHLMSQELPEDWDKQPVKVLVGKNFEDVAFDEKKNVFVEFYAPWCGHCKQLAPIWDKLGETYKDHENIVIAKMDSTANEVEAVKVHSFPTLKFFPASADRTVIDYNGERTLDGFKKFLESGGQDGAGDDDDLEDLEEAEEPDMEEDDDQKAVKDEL
N-glyco inh = blocks N-linked glycosylation in D54 reporter cells | 360,000 compounds, 0.23% hits | AID 588692 | D54 ERlucT glycosylation luciferase reporter, 24 h; percent of 100 nM tunicamycin response | reporter increase, % at 12.5 µM;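 active = mean luciferase reporter signal, scaled so untreated is 0 and the glycosylation-blocking control 100, at or above a set limit in every replicate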;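 note: luciferase carries N-glycosylation sites so blocking glycosylation raises the light; 0% = median of neutral control wells and 100% = median of 100 nM tunicamycin wells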
An asterisk follows results filed as active; · = not tested or not shown.

SMILES	MC4R ag barr	H9c2 protect	CaV13 FRET inh	MC4R antagonist	ABCB6 inh MLPCN	ABHD5-PLIN5 inh	Granule exo inh	HTR2A ag	PDI turbidity	N-glyco inh
Cn1c(CNC(=O)c2ccco2)nnc1SCC(=O)Nc1cccc(Br)c1	-0.5	-3.5	-3.7	7.1	98.0	-7.0	2.6	-1.5	-14.0	1.3
CCN1CCN(C(=S)c2ccc(Cl)c(Cl)c2)CC1	-3.3	-1.1	-3.7	-1.6	102.0	-8.2	-3.5	3.3	-8.9	-0.9
COc1ccc(Cc2nnc(Nc3ccc(C)cc3C)[nH]c2=O)cc1	-2.1	-10.9	-3.8	-3.5	98.0	2.2	-5.7	-0.8	-16.2	1.3
COc1ccc(-c2nc3c(c(=O)[nH]c(=O)n3Cc3ccccc3)n2Cc2ccccc2)cc1	1.2	-6.9	-3.8	5.8	94.0	-1.1	19.8	-3.8	0.6	-9.7
NS(=O)(=O)c1ccc(NC(=O)CN2CCCN(S(=O)(=O)c3ccc(F)cc3)CC2)cc1	0.7	0.0	-5.0	9.2	99.0	0.1	0.7	3.9	2.1	-2.1
Cn1ccnc1SCC(=O)c1c(N)n(C)c(=O)n(C)c1=O	-2.0	18.3	-2.2	-0.1	98.0	7.3	15.8	-2.9	-10.5	4.9
Cc1cc2c(cc1C)C(c1ccccc1Br)CC(=O)N2 (centres undefined)	-0.5	-9.4	-14.6	14.6	99.0	-1.7	-0.6	3.6	1.4	5.7
CNc1nc2c(c(=O)n(C)c(=O)n2C)n1CCCc1ccccc1	-1.0	-2.6	-4.3	-2.4	94.0	1.6	5.0	2.2	-6.4	-2.5
CNC(=O)Cn1ncc2c3ccccc3n(C)c2c1=O	-0.2	-4.2	·	-1.5	101.0	2.6	-0.4	6.7	-0.5	2.0
Cc1ccccc1C(c1ccccc1Cl)N(C)C (centres undefined)	-0.9	-3.6	-6.6	1.5	88.0	-3.0	-3.4	5.2	8.6	-0.6
COc1cccc(C(CC(=O)Nc2cccc3ccccc23)NC(=O)c2ccccc2)c1 (centres undefined)	2.6	13.3	-3.5	27.1	102.0	0.9	1.4	1.0	-3.0	-2.5
Cc1cc(Br)cn2c(Cc3ccsc3)c(-c3cccc(Cl)c3)nc12	·	-3.7	-5.7	·	94.0	-11.2	-5.4	3.9	·	0.2
COc1ccccc1CNC(=O)CC(C)c1ccccc1 (centres undefined)	0.6	-1.5	-21.4	-0.9	96.0	-3.8	4.9	-0.2	0.3	-0.5
Cc1nn(-c2ccccc2)c2nc(N)c(C#N)c(-c3ccc(O)c(O)c3)c12	-0.3	49.6	-4.2	10.6	90.0	-0.9	-0.5	-10.5	5.9	1.2
Cc1nc2ccccc2c2oc(C(=O)N3CCC(N4CCCCC4)CC3)cc12	0.1	6.7	·	-1.7	100.0	-0.4	1.4	-1.9	·	-2.0
CCN1CCN(C(c2cccs2)C(C)NC(=O)c2cccc(OC)c2OC)CC1 (centres undefined)	-1.3	-0.2	-7.9	1.0	101.0	-3.4	0.0	-2.7	3.2	-3.1
C/C(N)=C(/C#N)C(=O)COC(=O)c1cc(-c2cccc(Br)c2)nc2ccccc12	-0.9	4.0	-15.7	12.3	104.0	-2.9	-2.7	2.5	1.1	-2.6
CCOc1ccccc1N(CC(=O)N1CCCC1)S(C)(=O)=O	-2.7	6.7	-20.0	1.1	99.0	-3.4	-5.0	-5.5	-3.6	0.0
O=C1OCC=C1NNC(=O)c1cccnc1	-4.7	39.0	-5.0	2.6	96.0	-1.8	0.4	-0.4	0.2	-0.1
COc1cc(C)cc(CN2CCC(Cc3ccccc3)CC2)c1O	0.6	1.1	-19.3	-5.6	92.0	4.2	28.4	-8.9	15.7	-1.3
CN(C(=O)c1ccccn1)c1nnc(-c2ccccn2)s1	-1.2	-5.5	·	17.3	94.0	3.5	5.5	3.0	1.7	-1.1
CCOC(=O)[C@H]1[C@H]2COc3ccc(Cl)cc3[C@H]2N2C(=O)CNC(=O)[C@@]12C	-3.8	2.3	-13.3	7.5	96.0	7.3	-11.1	1.8	-2.7	2.8
O=C(NCC(c1cccs1)N1CCOCC1)c1cn(-c2ccccc2)nc1-c1ccccc1 (centres undefined)	-1.1	25.5	-2.0	3.2	93.0	1.1	6.5	-15.9	6.9	-2.3
CCOc1ccc(CNS(=O)(=O)c2cc(-c3cc(C)no3)ccc2OC)cc1OC	-2.4	5.7	-6.9	4.2	97.0	-0.7	0.1	-1.4	-1.6	2.9
CCC(=O)N1CCc2cc(S(=O)(=O)CCC(=O)NCCC3=CCCCC3)ccc21	-0.8	-0.3	-4.2	-7.2	106.0	-3.7	0.4	-1.3	-4.6	-0.3
O=C(CCCCCN1C(=O)c2cccc([N+](=O)[O-])c2C1=O)NCCc1ccccc1	-1.2	1.6	-10.9	5.3	78.0	3.0	-5.3	8.3	-3.2	0.7
CC(C)(C)C(=O)CN1C(=O)C2(OCCO2)c2ccccc21	2.1	1.9	·	-0.3	93.0	5.3	1.6	0.6	21.5	-3.2
C[C@H]1COC(=O)[C@H](CC(=O)OC(C)(C)C)C/C=C\C[C@H](CC(=O)N(CCO)Cc2ccccc2)C(=O)N1	-1.5	5.1	-5.8	11.4	98.0	10.2	-1.1	1.2	7.6	2.6
COc1ccccc1CNC(=O)C(Cc1c[nH]c2ccccc12)NC(=O)OCc1ccccc1 (centres undefined)	3.3	19.0	-5.6	13.6	94.0	-2.3	1.6	0.2	1.3	-1.1
O=C(Nc1nnc(COc2ccc(Cl)cc2)s1)c1ccco1	-2.5	-0.3	·	3.1	98.0	3.2	-0.1	-3.0	-2.0	0.3
O=C(COc1ccccc1)NCCc1cn2ccsc2n1	0.1	0.9	-3.7	-3.4	96.0	1.2	0.3	3.9	·	1.4
CN(C)C(CNC(=O)CNC(=O)Cc1cccc2ccccc12)c1ccccc1 (centres undefined)	-0.3	10.2	-3.5	2.2	98.0	3.5	13.1	0.9	6.3	4.3
Cc1ccnc(NS(=O)(=O)c2ccc(Oc3ccccc3)cc2)c1	-1.9	-8.2	-3.9	1.4	99.0	1.6	17.1	0.5	-8.3	-1.6
CCn1nnnc1-c1ccc(OC)c(S(=O)(=O)Nc2ccc(S(N)(=O)=O)cc2)c1	-2.9	2.8	1.2	5.6	94.0	-1.2	-1.9	-1.2	6.7	0.5
O=C(CC(c1ccccc1)c1ccccc1)NCc1cccnc1	3.0	-0.4	·	14.2	101.0	-9.1	1.6	10.6	-9.2	-0.7
O=C(NC1=NCCS1)c1ccc(Cl)c(S(=O)(=O)N2CCCCC2)c1	-3.5	-3.5	-5.7	2.6	88.0	-2.1	-0.9	-1.2	2.7	-1.5
O=C(CN1CCN(c2ccc(F)cc2)CC1)Nc1cccc(C(F)(F)F)c1	4.9	-8.3	-5.3	-3.1	88.0	0.6	10.3	-8.8	-2.6	0.3
O=C(CN(c1cccc([N+](=O)[O-])c1)S(=O)(=O)c1ccccc1)NCc1cccnc1	-1.7	1.6	-3.7	0.1	98.0	-0.3	-1.9	-1.3	-8.8	1.0
COCc1ccc(C(=O)N2CCCC(N3CCN(c4cccc(Cl)c4)CC3)C2)s1 (centres undefined)	0.6	0.7	-5.2	11.0	94.0	3.6	7.2	-6.6	4.8	-0.9
CC(C)c1cccc(-c2ccc3c(c2)S(=O)(=O)c2cccc(C(=O)NCc4ccccc4)c2C3=O)c1	2.1	1.9	-10.3	1.3	93.0	4.1	-16.8	0.1	-9.4	92.0*

4 entries from above, reformatted:
| compound | MC4R ag barr | H9c2 protect | CaV13 FRET inh | MC4R antagonist | ABCB6 inh MLPCN | ABHD5-PLIN5 inh | Granule exo inh | HTR2A ag | PDI turbidity | N-glyco inh |
| --- | --- | --- | --- | --- | --- | --- | --- | --- | --- | --- |
| O=C(CC(c1ccccc1)c1ccccc1)NCc1cccnc1 | 3.0 | -0.4 | · | 14.2 | 101.0 | -9.1 | 1.6 | 10.6 | -9.2 | -0.7 |
| O=C(CN(c1cccc([N+](=O)[O-])c1)S(=O)(=O)c1ccccc1)NCc1cccnc1 | -1.7 | 1.6 | -3.7 | 0.1 | 98.0 | -0.3 | -1.9 | -1.3 | -8.8 | 1.0 |
| CCC(=O)N1CCc2cc(S(=O)(=O)CCC(=O)NCCC3=CCCCC3)ccc21 | -0.8 | -0.3 | -4.2 | -7.2 | 106.0 | -3.7 | 0.4 | -1.3 | -4.6 | -0.3 |
| CCOC(=O)[C@H]1[C@H]2COc3ccc(Cl)cc3[C@H]2N2C(=O)CNC(=O)[C@@]12C | -3.8 | 2.3 | -13.3 | 7.5 | 96.0 | 7.3 | -11.1 | 1.8 | -2.7 | 2.8 |

The list goes on.
SMILES	MC4R ag barr	H9c2 protect	CaV13 FRET inh	MC4R antagonist	ABCB6 inh MLPCN	ABHD5-PLIN5 inh	Granule exo inh	HTR2A ag	PDI turbidity	N-glyco inh
O=C1CC(NS(=O)(=O)c2cccnc2)CN1c1ccc(F)cc1 (centres undefined)	-0.6	-2.5	-2.6	2.4	98.0	-1.0	19.4	-5.1	2.5	1.6
CCOc1ccc(NS(=O)(=O)c2ccc(C(=O)N(C)CC(=O)Nc3ccccc3Br)cc2)cc1	0.8	-14.8	-7.7	14.4	95.0	-0.1	-10.0	1.7	0.9	0.9
COc1c(C(=O)NCCSC(C)(C)C)ccc2ccccc12	-1.6	-2.2	-2.0	2.1	97.0	-10.2	1.0	-1.3	6.2	-0.9
COCC(=O)OCC(=O)Nc1ccccc1-c1ccccc1	-1.3	-4.2	-2.1	7.8	97.0	3.2	5.9	-0.4	-2.9	0.6
COc1cc(NC(=S)NC(=O)c2ccccc2F)ccc1NC(=O)c1ccco1	9.1*	6.1	-18.3	2.2	106.0	2.7	0.3	0.9	16.1	0.3
O=C(COC(=O)c1ccc([N+](=O)[O-])o1)Nc1cccc2ccccc12	1.0	28.4	-3.3	-0.9	86.0	2.2	-2.2	0.0	0.3	0.9
COc1ccc(OC)c(C(=O)NC2CCSc3ccccc32)c1 (centres undefined)	1.3	4.9	-1.6	13.2	100.0	2.2	5.6	1.4	-8.6	-1.6
CCOc1ccc(S(=O)(=O)N(C)c2ccc(OCC(=O)NCc3cccnc3)cc2)cc1	-1.3	-5.3	-6.3	5.2	100.0	2.4	-1.8	-5.8	6.7	-0.5
COc1c(S(=O)(=O)N2CCN(c3ccc(F)cc3)CC2)ccc(Cl)c1Cl	-1.6	-1.5	-3.5	1.3	86.0	-8.5	0.9	-11.5	-0.1	-3.9
CC(=NCCc1ccccc1)C1=C(O)COC1=O	-1.9	10.5	·	2.2	98.0	5.7	-0.2	1.0	-1.3	0.9
Cc1cc(N/N=C2/CCCc3ccccc32)nc2ccccc12	-2.0	-5.1	-6.1	6.4	100.0	-9.4	11.1	0.7	-3.2	2.1
CS(=O)(=O)Nc1ccc(C2=NN(C(=O)C3CCCCC3)C(c3cccs3)C2)cc1 (centres undefined)	-2.3	-3.6	-4.2	4.0	100.0	-3.9	2.5	2.2	-3.7	-5.7

Assay outcomes: PubChem BioAssay, several laboratories
